Compound activity: PubChem BioAssay, several laboratories
UGM FP inh – blocks M. tuberculosis UGM enzyme; inhibition, % at 10 µM; AID 504406; 0.06% of 320,000 active; purified UGM, fluorescence polarization probe displacement; in the data active means inhibition above about 10%, passing the limit was not always enough; inconclusive means no clear call, values can overlap the other calls
FadD28 FP inh – blocks FadD28 binding to the bisubstrate probe | fluorescence polarization | inhibition, % at 12.5 µM | 0.22% of 360,000 active; in the data active means inhibition above about 8.5%, passing the limit was not always enough; inconclusive means no clear call, values can overlap the other calls
MazEF act – MazEF (E. coli) toxin RNase activation | P0AE70 | FAM/BHQ RNA-DNA oligo cleavage fluorescence, 5 h | activation, % at 20 µM | 0.32% of 350,000 active | AID 504720; in the data active means activation above about 50%
Target sequence (P0AE70 whole entry, looked up): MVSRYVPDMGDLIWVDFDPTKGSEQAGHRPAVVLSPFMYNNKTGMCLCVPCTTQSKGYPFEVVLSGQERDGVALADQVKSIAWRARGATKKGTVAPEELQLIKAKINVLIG
BoNT-F LC inh – inhibitors of Botulinum neurotoxin F light chain protease; Multiplex microsphere protease cleavage assay, flow cytometry; inhibition, % at 10 µM; 0.22% of 360,000 active; in the data active means inhibition above about 35%, passing the limit was not always enough; inconclusive means no clear call, values can overlap the other calls; further: plate controls were buffer without enzyme for full effect and enzyme alone for no effect
FBA Mtb inh – inhibits M. tuberculosis FBA enzyme. P9WQA3. purified M. tuberculosis FBA, fluorescence read-out. inhibition, % at 1 µM. 2.3% of 360,000 active. AID 588726; in the data active means inhibition above about 27%;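 further: 0% = vehicle and 100% = reference inhibitor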
Target sequence (P9WQA3 whole entry, looked up): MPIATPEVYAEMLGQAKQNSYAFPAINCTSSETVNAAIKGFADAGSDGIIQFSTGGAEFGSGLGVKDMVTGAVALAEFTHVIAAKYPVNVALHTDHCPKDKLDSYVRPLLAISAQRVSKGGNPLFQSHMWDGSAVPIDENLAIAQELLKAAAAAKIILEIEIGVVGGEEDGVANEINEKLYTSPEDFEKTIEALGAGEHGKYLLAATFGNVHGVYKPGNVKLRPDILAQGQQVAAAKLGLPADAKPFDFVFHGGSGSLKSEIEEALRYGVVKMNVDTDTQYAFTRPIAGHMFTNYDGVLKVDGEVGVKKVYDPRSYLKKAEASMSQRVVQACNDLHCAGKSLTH
GDH-TPI counter – inhibits GDH-TPI coupling enzymes, artifact for Mtb FBA screen. GDH-TPI coupled enzyme counterscreen, NADH absorbance. inhibition, % at 4.8 µM. 1.2% of 360,000 active; in the data active means inhibition above about 30%;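 further: 0% = DMSO wells and 100% = wells lacking the enzyme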
Rv3671c inh – Rv3671c (M. tuberculosis) protease inhibition | 0.048% of 320,000 active | inhibition, % at 5.96 µM | P9WHR9; in the data active means inhibition above about 38%;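 further: extracellular domain of Rv3671c used as enzyme; 0% = enzyme with DMSO and 100% = no enzyme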
Target sequence (P9WHR9 whole entry, looked up, the tested form may be a part): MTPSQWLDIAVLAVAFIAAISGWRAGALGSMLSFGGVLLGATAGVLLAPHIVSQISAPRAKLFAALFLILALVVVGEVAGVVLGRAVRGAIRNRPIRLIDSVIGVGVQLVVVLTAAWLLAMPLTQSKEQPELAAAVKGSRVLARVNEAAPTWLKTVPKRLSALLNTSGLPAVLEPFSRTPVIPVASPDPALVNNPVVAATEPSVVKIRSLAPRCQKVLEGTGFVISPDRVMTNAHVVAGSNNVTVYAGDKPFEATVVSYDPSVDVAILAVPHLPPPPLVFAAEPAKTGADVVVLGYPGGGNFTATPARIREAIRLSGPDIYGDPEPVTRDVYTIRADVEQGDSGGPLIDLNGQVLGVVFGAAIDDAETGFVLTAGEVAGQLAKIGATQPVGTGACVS
BioA inh – BioA (M. tuberculosis) enzyme inhibition; purified M. tuberculosis BioA enzyme, plate reader; inhibition, % at 9.99 µM; 0.096% of 360,000 active; AID 602481; in the data active means inhibition above about 40%; inconclusive means no clear call, values can overlap the other calls
PrPC TRFRET – inhibitors of human cell surface prion protein PrPC; inhibition, % at 13.8 µM; P04156; TR-FRET read-out; 0.43% of 370,000 active; in the data active means inhibition above about 24%; further: 0% = median of the test wells and 100% = reference compound wells
An asterisk follows results filed as active; ? = inconclusive; . = not tested or not shown; & = joins results of further samples.

Value order: UGM FP inh	FadD28 FP inh	MazEF act	BoNT-F LC inh	FBA Mtb inh	GDH-TPI counter	Rv3671c inh	BioA inh	PrPC TRFRET
Cc1ccc(-c2c3c(=O)n(C)c(=O)n(C)c3cn2Cc2ccccc2)cc1
  -0.1	-4.7	-2	-1	-1	-4	0	1.4	-1
Cc1cc(Nc2cc(C(=O)O)ccc2C)n2ncnc2n1
  0.9	-2.5	14	-5	0	4	3	-1.9	-1
O=C(NC1CCCCC1)N1Cc2cc(N3CCOCC3)ccc2-n2nncc2C1
  .	-1.9	.	-2	3	.	.	5.3	0
COc1ccc(-n2ncc3c(SCC(=O)OC(C)C)ncnc32)cc1
  .	-0.3	-14	3	4	8	.	-0.8	7
Nc1c(C(=O)NC2CCCC2)c2nc3ccccc3nc2n1/N=C/c1ccco1
  1.9	1.1	3	-7	4	9	3	.	.
Cc1cc([N+](=O)[O-])ccc1N
  3.1	0.2	-1	14	0	13	3	.	6
Cc1nn(-c2ccc(N3CCOCC3)nn2)c(C)c1CCC(=O)NCc1ccc(F)cc1
  -1.7	-2.8	4	-3	-1	4	2	-0.8	2
CN1CCN(c2ccc(N)cc2)CC1
  0.7	-3.1	-11	-54	-1	8	-18	0.4	-11
Cc1ccc(C(=O)c2ccccc2C(=O)OCC(=O)Nc2cccc([N+](=O)[O-])c2)cc1
  -2.7	-1.4	-15	-3	1	0	-16	-2.4	-1
CCC1(c2ccc(F)cc2)NC(=O)N(CC(=O)N2CCN(C(=O)c3ccco3)CC2)C1=O (stereo not given)
  1.3	-3.8	13	2	-4	-4	0	-1.9	-10
O=C(C1CCCC1)N1CCC(CO)(Cc2ccccc2Cl)CC1
  -0.8	-1.6	-1	-3	3	1	1	.	7
Cc1cc(C)cc(NC(=O)Nc2cnccn2)c1
  -1.4	-2.5	2	1	1	3	4	0.6	3
COc1ccc(NC(=O)c2cc(C3CCCCN3C(=O)C3CCCCC3)on2)c(C)c1 (stereo not given)
  .	-4.4	.	-4	-2	10	.	-1.2	-7
COC(=O)C1=C(c2ccc(S(C)(=O)=O)cc2)C[C@@H]2CC[C@H]1N2C(=O)NCc1ccc(C(F)(F)F)cc1
  0.6	-6.2	1	-7	2	-5	-1	0.2	-8
c1ccc2c(c1)ncn2-c1ncnc2sc3c(c12)CCCC3
  0.8	-1.8	5	10	6	-6	3	6.4	12
CCOC(=O)C1CCN(C(=O)Nc2ccc(OC(F)(F)F)cc2)CC1
  -0.8	-3.2	7	?	-3	-5	0	-0.8	7
Cc1ccc(NC(=O)CSc2nc3c(c(=O)[nH]2)CN(Cc2ccc(F)cc2)CC3)cc1C
  4.9	-5.9	-2	-3	-1	-5	-2	.	7
CC1(NC(=O)c2cc(Cl)nc3ccccc23)CCS(=O)(=O)C1 (stereo not given)
  -2.9	0.1	9	.	3	1	-1	-0.6	-4
O=C(/C=C\Nc1cccc(F)c1)c1ccc2c(c1)OCO2
  -1.0	-5.0	-16	?	-8	6	-2	1.6	-5
Cc1ccc(Nc2cnn(C34CC5CC(CC(CC(=O)O)(C5)C3)C4)c(=O)c2Cl)c(Cl)c1
  -2.3	-3.7	-6	-5	-3	19	3	0.7	-3
Cc1ccc(NC(=O)CCc2c[nH]c3ccccc23)nc1
  -0.6	0.2	7	.	1	6	-3	0.7	12
Cc1cc(=O)[nH]c(/N=C(\N)Nc2ccc3c(c2)OCCO3)n1
  2.8	-2.7	-16	-6	4	-5	-1	-0.9	10
CCOC(=O)C1CCN(S(=O)(=O)c2ccc(OC)c(C(=O)N3CCCCC3)c2)CC1
  -0.6	0.0	4	-11	-1	0	2	-1.9	-2
NS(=O)(=O)c1ccc(NC(=O)CNC(=O)c2ccc3c(c2)OCO3)cc1
  2.5	-1.1	4	0	0	4	0	-2.8	3
COc1ccc(CC(=O)Nc2ccccc2N2CCCC2)cc1
  0.4	-1.4	-4	7	-2	4	-2	-1.4	5
COc1ccc(N(CC(=O)NN=C2CCCCCCC2)S(=O)(=O)c2ccccc2)cc1Cl
  -0.1	-3.3	2	-14	-1	0	-15	-0.4	5
O=C(CCC1CCCN(C(=O)c2ccc3cc[nH]c3c2)C1)NCc1ccc(F)c(F)c1 (stereo not given)
  -0.6	-0.2	-2	-4	5	0	-5	11	-2
O=[N+]([O-])c1c(NCc2ccco2)ccc2nonc12
  -0.9	-1.7	10	-24	0	-9	5	1.3	-47
COCCCN1C(=O)C(=O)/C(=C(/O)c2ccc(S(=O)(=O)N3CCOCC3)cc2)C1c1ccc(C)cc1 (stereo not given)
  1.8	-0.5	8	12	-8	15	-5	-0.6	-11
Cc1ccc(C)c(OCC(=O)Nc2ccccc2C(=O)NC2CC2)c1
  0.8	-0.8	-10	7	4	9	.	-8.4	-6

Another view of part of the listing above.
structure | UGM FP inh | FadD28 FP inh | MazEF act | BoNT-F LC inh | FBA Mtb inh | GDH-TPI counter | Rv3671c inh | BioA inh | PrPC TRFRET
O=[N+]([O-])c1c(NCc2ccco2)ccc2nonc12 | -0.9 | -1.7 | 10 | -24 | 0 | -9 | 5 | 1.3 | -47
COCCCN1C(=O)C(=O)/C(=C(/O)c2ccc(S(=O)(=O)N3CCOCC3)cc2)C1c1ccc(C)cc1 (stereo not given) | 1.8 | -0.5 | 8 | 12 | -8 | 15 | -5 | -0.6 | -11
Cc1ccc(C)c(OCC(=O)Nc2ccccc2C(=O)NC2CC2)c1 | 0.8 | -0.8 | -10 | 7 | 4 | 9 | . | -8.4 | -6

Going on with the list.
Value order: UGM FP inh	FadD28 FP inh	MazEF act	BoNT-F LC inh	FBA Mtb inh	GDH-TPI counter	Rv3671c inh	BioA inh	PrPC TRFRET
CCN1CCN(c2ncnc3sc4c(c23)CCC(C)C4)CC1 (stereo not given)
  -1.0	-0.5	7	-12	1	5	-12	2.1	-9
O=c1[nH]c2ccc(Cl)cc2c(-c2ccccc2)c1[N+](=O)[O-]
  -2.1	-1.1	-13	13	1	17	1	-0.9	-3
COC(=O)c1c(N2C(=O)CC(Sc3ccccc3C(=O)O)C2=O)sc(C)c1C (stereo not given)
  1.5	-2.5	6	-4	2	4	-7	.	-1
CCCOC(=O)c1ccc(NC(=O)COC)cc1
  0.4	-4.7	4	6	2	-4	-8	0.5	1
Cc1ccc(C(=O)COC(=O)c2ccc(O)cc2)cc1
  -1.4	3.1	2	1	1	4	-11	.	4
COc1ccc(NC(=O)CCOc2ccc(C)cc2)c(OC)c1
  -3.9	-1.6	0	6	-1	-9	5	-1.7	8
COc1ccc(CCN2C(=O)CC(Nc3ccc(N4CCOCC4)cc3)C2=O)cc1OC (stereo not given)
  -1.6	-1.1	5	-29	-4	5	-4	0.1	-17
Cc1ccc(OCCC(=O)Nc2ccc3c(c2)OCO3)cc1
  -0.9	-1.7	-4	-6	2	6	-7	-1.0	2
CC(C)c1ccc(NC(=O)NN2CCOCC2)cc1
  -1.2	-1.2	-7	-9	2	4	-2	.	-9
CC(=O)Nc1cc(-c2ccc(F)cc2)cn2c(-c3ccc(F)cc3)cnc12
  .	-4.1	.	-12	6	4	.	-2.2	2
CCc1ccc(C(=O)NCC2(c3ccccc3)CCOCC2)o1
  .	-1.2	2	-9	-1	4	.	0.9	2
COc1cccc(/C=C/C(=O)NCCc2ccc(OC)c(OC)c2)c1
  -0.2	-2.1	3	-2	10	5	-7	.	2
CCCOc1ccc(C(=O)Nc2ccc(Cl)cn2)cc1
  -2.2	-5.1	8	-4	-3	-7	-4	-0.4	11
CC(C)CN1CCNC(=O)C1CC(=O)NCCc1ccc(C(F)(F)F)cc1 (stereo not given)
  0.8	-7.6	-4	-2	1	6	-1	.	-10
c1ccc(Cn2nnnc2C(c2cccnc2)N2CCN(C3CCCCC3)CC2)cc1 (stereo not given)
  -1.7	0.6	13	6	1	8	7	.	-14
Cn1c(=O)[nH]c(=O)c2c1nc(N1CCN(CCO)CC1)n2Cc1ccccc1Cl
  1.3	-0.9	8	?	0	0	.	0.4	-5
CCCCn1c(CNC(=O)Cc2ccccc2)nc2ccccc21
  -0.5	-1.4	8	-2	1	-3	7	0.1	10
COc1cccc(CN2CCN(C(=O)c3cccc(OC)c3)CC2)c1
  -1.6	0.0	1	3	2	3	4	0.4	-4
COc1cc(OC)cc(-c2c(-c3ccc(F)cc3)c3cc(-c4ccc5c(c4)OCCO5)ccc3n2C)c1
  -0.8	1.6	-3	2	10	1	-6	-3.1	5
CC(C)(C)n1nc2c(c1NC(=O)c1ccc(S(=O)(=O)N3CCCC3)cc1)CSC2
  -1.6	1.6	-3	4	1	5	-12	-4.8	3
CCOC(=O)C1=C(O)C(=O)N(C2CCCCC2)C1
  3.6	-0.7	8	1	0	12	7	-1.6	8
O=[N+]([O-])c1ccc2c(c1)ncn2CCc1ccccc1
  0.5	-0.5	0	16	0	10	.	0.8	-11
CCOC(=O)CN1C(=O)S/C(=C/c2ccco2)C1=O
  -0.4	-4.1	4	22	-3	29	1	-1.1	-4
COc1ccc(C(=O)CN2CCOCC2)cc1F
  -0.5	1.0	4	-10	0	11	0	.	-7
COc1ccc(S(=O)(=O)N2CCCC2C(=O)Nc2nnc(-c3cccnc3)s2)cc1 (stereo not given)
  2.0	-0.7	-2	-7	14	20	-6	-3.0	9
COC(=O)Nc1nnc(CC(=O)Nc2ccccc2C)s1
  1.4	1.6	0	2	-5	1	-2	-1.4	-8
Cc1cc(SCC(=O)Nc2c(C)n(C)n(-c3ccccc3)c2=O)nc2ccccc12
  3.3	-3.9	7	-6	-2	12	-7	-0.5	-3
CCOc1ccc(OCCC(=O)OCC(=O)N2CCN(S(=O)(=O)c3ccc(C)cc3C)CC2)cc1
  .	-2.4	-2	1	0	3	.	-0.5	0
CCOC(=O)CSc1ccc(C(=O)NCCCN2CCOCC2)cc1[N+](=O)[O-]
  -3.6	-0.6	-1	-18	0	10	-1	10	-33
Nc1nc2ccccc2n1Cc1ccc(Cl)c(Cl)c1
  2.0	-4.0	14	10	1	3	2	-1.6	12

Next part.
Value order: UGM FP inh	FadD28 FP inh	MazEF act	BoNT-F LC inh	FBA Mtb inh	GDH-TPI counter	Rv3671c inh	BioA inh	PrPC TRFRET
CCOCCCNC(=O)c1c[nH]c2cc(OC)ccc2c1=O
  3.4	0.4	6	-3	-3	0	3	.	-5
CCCCC(=O)NC(c1ccccc1Cl)c1ccc2cccnc2c1O (stereo not given)
  0.8	-2.7	-4	?	-6	-4	12	-0.7	39*
CN(C)/C=C1\SC(=S)N(N2C(=O)C3C4C=CC(C4)C3C2=O)C1=O (stereo not given)
  0.7	0.2	-1	-4	-1	-2	4	.	-15
CCc1cc(=O)oc2c(C)c(O[C@@H]3O[C@H](CO)[C@@H](O)[C@H](O)[C@H]3O)ccc12
  -2.0	-2.6	2	-27	5	20	4	-2.0	1
CCCCC(=O)N/N=C/c1sccc1C
  -3.3	-2.9	-4	1	1	3	4	0.4	3
Cc1csc(NC(=O)c2cc(-c3ccco3)nc3ccccc23)n1
  0.3	-0.1	-12	-10	-2	4	-1	.	2
COc1cc(Cc2cc(N)nc(N)n2)cc(OC)c1OC
  1.2	-3.2	7	-16	3	6	-11	-0.7	-2
CCN(CC)c1ccc(NC(=O)CSc2nc3ccccc3c(=O)n2-c2cc(S(=O)(=O)N(C)C)ccc2C)cc1
  -0.1	0.0	3	-11	-2	23	17	.	7
CCN(CC(=O)Nc1c(F)cccc1F)C(=O)CCNC(=O)c1ccc([N+](=O)[O-])cc1
  -2.7	-0.9	3	-2	0	6	-10	-0.4	-31
COc1ccc(C(=O)N(CCCO)Cc2cc3c(C)ccc(C)c3[nH]c2=O)cc1OC
  .	-2.6	-20	-2	4	15	.	.	10
O=C(COc1c(Cl)cccc1Cl)Nc1ccccc1N1CCCC1
  -0.5	-1.3	-2	1	-1	0	-4	-0.6	8
O=C(Nc1ccc2c(c1)OCO2)c1ccc(N2CCCC2)c([N+](=O)[O-])c1
  2.9	0.8	-4	-13	-3	19	6	3.9	24
Cc1ccc(NS(=O)(=O)c2ccc3c(c2)CCC(=O)N3)cc1
  0.8	-1.8&-2.1	1	2&1	3&2	-9&5	2	1.4&2.1	8&-4

One compound at a time, from the list above:
Profile of CC(C)CN1CCNC(=O)C1CC(=O)NCCc1ccc(C(F)(F)F)cc1 (stereo not given) : UGM FP inh = 0.8; FadD28 FP inh = -7.6; MazEF act = -4; BoNT-F LC inh = -2; FBA Mtb inh = 1; GDH-TPI counter = 6; Rv3671c inh = -1; BioA inh = .; PrPC TRFRET = -10
Profile of Cc1ccc(NS(=O)(=O)c2ccc3c(c2)CCC(=O)N3)cc1 : UGM FP inh = 0.8; FadD28 FP inh = -1.8&-2.1; MazEF act = 1; BoNT-F LC inh = 2&1; FBA Mtb inh = 3&2; GDH-TPI counter = -9&5; Rv3671c inh = 2; BioA inh = 1.4&2.1; PrPC TRFRET = 8&-4
